Large T inhibition – SV40 large T antigen inhibitors, biochemical (AID 1903). inhibition, % at 20 µM; hits with a dose series show IC50 in µM. SV40 large T antigen ATPase/helicase inhibition assay; higher % means a stronger effect. hit rate 0.39% among 310,000; in the data active = a potency from the dose series; inconclusive = inhibition mostly from about 32% at the one dose, without a potency; inactive = the rest, 99 in 100 with inhibition below about 32%; also: strong numbers were not always called active
West Nile virus CPE – West Nile virus antiviral activity, cell-based, CPE readout (AID 1621); West Nile virus-infected cells, CPE inhibition; higher % means a stronger effect; CPE inhibition, % at 10 µM; hits with a dose series show IC50 in µM; hit rate 0.02% among 290,000; in the data active = a potency from the dose series; inconclusive = CPE inhibition mostly from about 3.7% at the one dose, without a potency; inactive = the rest, 99 in 100 with CPE inhibition below about 2.2%; also: strong numbers were not always called active
PhoP inhibition – PhoP-dependent GFP reporter repression – Salmonella Typhimurium, primary screen (AID 1863). S. Typhimurium PhoP-regulated promoter GFP reporter, 4 h; higher % means a stronger effect. inhibition, % at 50 µM, or IC50 in µM where a hit was titrated. hit rate 0.16% among 300,000;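 active = inhibition over 29.93%, a cutoff 3 SD above the screen mean, later confirmed by dose response; inconclusive = inhibition over 29.93% but no dose response follow-up; inactive = inhibition at most 29.93% or unconfirmed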;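 also: 0% = low Mg2+ inducing control and 100% = high Mg2+ repressing control; strong numbers were not always called active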
b-catenin transl – alters nuclear translocation of beta-catenin in HeLa cells | immunofluorescence imaging | nuclear translocation activity, % at 5 µM | hit rate 0.3% among 190,000 | AID 1665;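 active = nuclear translocation activity above 50% at 5 µM, with a well cell count of 50 or more; inconclusive = wells under 50 cells across six images, flagged as toxic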;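 also: per-cell ratio of nuclear to cytoplasmic median beta-catenin stain intensity; plate controls were DMSO negative control for no effect and GSK-3 inhibitor IX positive control for full effect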
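assay system = human HeLa cells, endogenous beta-catenin | times = compound treatment 24 h, 37°C, 5% CO2 | detection = Anti-beta-catenin immunofluorescence on PFA-fixed, Triton-permeabilized cells, DAPI nuclei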
Rac1 GTP hydrolysis – MgcRacGAP GTPase-activating activity inhibitors, confirmation, biochemical, ADP Hunter fluorescence. hit rate 0.6% among 340,000. MgcRacGAP-stimulated Rac1 GTP hydrolysis, ADP Hunter fluorescence; higher % means a stronger effect; GST-tagged Rac1 F28L mutant substrate. inhibition, % at 30 µM, or IC50 in µM where a hit was titrated;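 active = first-screen hits whose inhibition reached a set limit at any dose in the follow-up dose series; inconclusive = inhibition above the set first-screen limit but never retested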;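 also: fluorescence reports GDP produced by GAP-driven GTP hydrolysis; strong numbers were not always called active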
RSV CPE inhibition – inhibition of RSV-induced cytopathic effect – HEp-2 cells, primary 10 µM value included (AID 2391); HEp-2 cells, RSV-induced CPE inhibition; higher % means a stronger effect; CPE inhibition, % at 10 µM, or IC50 in µM where a hit was titrated; hit rate 0.13% among 310,000; in the data active = a potency from the dose series; inconclusive = CPE inhibition mostly from about 23% at the one dose, without a potency; inactive = the rest, 99 in 100 with CPE inhibition below about 21%; also: strong numbers were not always called active
T cell HTS – T cell immune modulators affecting CD8 T cell-vesicle binding. AID 2052. hit rate 0.068% among 330,000. 2C CD8+ T cell-vesicle binding, flow cytometry; stronger effect = lower value. calls only at 7 µM;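 active = response, share of CD8 T cells binding vesicles, and their 90th percentile fluorescence all below set limits, cut at about 80% in these data, passing the limit was not always enough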
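Assay system – 2C mouse CD8+ T cells · Also added – QL9-loaded Drosophila micro-vesicles · Timing – Cell–vesicle co-incubation 1.5 h at 37 °C, staining 20 min on ice · Signal – flow cytometry of vesicle-bound cells · Measure – percent CD8+ FL2 mean versus row control · Controls – Peptide-free naked vesicles (low) and QL9 vesicles with 0.7% DMSO vehicle (high)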
Myeloid diff 2 – compounds promoting myeloid differentiation; calls only at 10 µM; ER-HoxA9 myeloid progenitors, lysozyme-GFP differentiation, flow cytometry; AID 624256; hit rate 1% among 360,000;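 active = normalized GFP-positive differentiation at or above the plate's own cutoff, the solvent-only control mean plus 3 SD; inconclusive = no clear call, values can overlap the other calls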;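 also: cells exposed to compound for four days before flow analysis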
WT yeast gro inh – growth inhibition of WT yeast, mitochondrial fusion screen; mitochondrial fusion phenotypic screen, WT strain; inhibition, % at 10 µM; hit rate 2.1% among 190,000; in the data active = inhibition above about 58%; tested in S. cerevisiae
WT yeast gro inh mutant strain – second read-out of WT yeast gro inh, no call of its own (marks repeat the call); inhibition, %; mitochondrial fusion phenotypic screen, mutant strain inhibition
b-catenin transl cell count 5 µM – further read-out of b-catenin transl, marked with its call; cell count; measured here: cell count, cytotoxicity flag
T cell HTS vesicle-bound % – recorded beside T cell HTS, whose call it bears; double positive events, %; measured here: CD8+ vesicle-bound cell fraction;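 binding gate set so that unloaded-vesicle control wells show 10% double positive cells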
Myeloid diff 2 GFP+ MAC1+ % – further read-out of Myeloid diff 2, marked with its call; GFP+ MAC1+ double positive, %; measured here: differentiation confirmed by MAC1 staining
The depositor's hits bear a star.

`O=C(O)CCC(=O)Nc1ccc(Br)c(Cl)c1` gave Large T inhibition 9%, West Nile virus CPE -0.1%, PhoP inhibition 5%, b-catenin transl -1.0, Rac1 GTP hydrolysis 7%, RSV CPE inhibition 1.9%, T cell HTS inactive, Myeloid diff 2 inactive, WT yeast gro inh -9, WT yeast gro inh mutant strain -3, b-catenin transl cell count 5 µM 944, T cell HTS vesicle-bound % 51 and Myeloid diff 2 GFP+ MAC1+ % 1.0.
`O=C(c1sc2cc(Cl)ccc2c1Cl)N1CCN(CCc2ccccn2)CC1` gave Large T inhibition 6%, West Nile virus CPE 0.0%, PhoP inhibition -3%, Rac1 GTP hydrolysis 7%, RSV CPE inhibition 19%, T cell HTS inactive, Myeloid diff 2 inactive, T cell HTS vesicle-bound % 28 and Myeloid diff 2 GFP+ MAC1+ % 0.6.
For Cc1scc(C(=O)NNC(=S)NCC(C)C)c1C the results were Large T inhibition 10%, West Nile virus CPE -0.4%, PhoP inhibition -5%, b-catenin transl -1.7, Rac1 GTP hydrolysis 6%, RSV CPE inhibition 0.2%, T cell HTS inactive, Myeloid diff 2 inactive, WT yeast gro inh -5, WT yeast gro inh mutant strain -9, b-catenin transl cell count 5 µM 526, T cell HTS vesicle-bound % 31 and Myeloid diff 2 GFP+ MAC1+ % 0.4.
O=C(c1ccc(S(=O)(=O)c2ccc(F)cc2)c([N+](=O)[O-])c1)N1CCCCCC1 was read as Large T inhibition 11%, West Nile virus CPE -0.3%, PhoP inhibition -4%, b-catenin transl -2.4, Rac1 GTP hydrolysis 7%, RSV CPE inhibition 20%, T cell HTS inactive, Myeloid diff 2 inconclusive, WT yeast gro inh 5, WT yeast gro inh mutant strain -24, b-catenin transl cell count 5 µM 1061 and T cell HTS vesicle-bound % 58.
For Cc1nn(CCO)c2ncc(C(=O)c3cc(F)ccc3O)cc12 the results were Large T inhibition -3%, West Nile virus CPE 0.3%, PhoP inhibition 3%, Rac1 GTP hydrolysis 4%, RSV CPE inhibition 4.0%, T cell HTS inactive, Myeloid diff 2 inactive, T cell HTS vesicle-bound % 32 and Myeloid diff 2 GFP+ MAC1+ % 0.5.
Screening CCC1Sc2ccc(S(=O)(=O)Nc3ccc(OC)cc3)cc2NC1=O (stereo unspecified) returned Large T inhibition 25%, West Nile virus CPE -0.3%, PhoP inhibition 4%, Rac1 GTP hydrolysis 12%, RSV CPE inhibition 2.5%, T cell HTS inactive, Myeloid diff 2 inactive, T cell HTS vesicle-bound % 28 and Myeloid diff 2 GFP+ MAC1+ % 0.2.
`Cc1ccc(Cl)cc1N1CCN(C(c2ccc(C#N)cc2)c2nnnn2C2CCCC2)CC1` (stereo unspecified) gave Large T inhibition -1%, West Nile virus CPE -1.2%, PhoP inhibition -1%, b-catenin transl -6.7, Rac1 GTP hydrolysis 3%, RSV CPE inhibition 0.8%, T cell HTS inactive, Myeloid diff 2 inactive, WT yeast gro inh 17, WT yeast gro inh mutant strain -73, b-catenin transl cell count 5 µM 1031, T cell HTS vesicle-bound % 60 and Myeloid diff 2 GFP+ MAC1+ % 3.3.
Screening Cc1ccc(NC(=O)Cn2cc([N+](=O)[O-])nc2C)cc1C returned Large T inhibition 14%, West Nile virus CPE -1.0%, PhoP inhibition -5%, Rac1 GTP hydrolysis 7%, RSV CPE inhibition 8.0%, T cell HTS inactive, Myeloid diff 2 inactive, T cell HTS vesicle-bound % 17 and Myeloid diff 2 GFP+ MAC1+ % 0.5.
COC(=O)c1cn(CC(=O)NC2CCCCC2)c2ccccc12 was read as Large T inhibition 0%, West Nile virus CPE -1.0%, PhoP inhibition 2%, b-catenin transl -1.0, Rac1 GTP hydrolysis 6%, RSV CPE inhibition 0.6%, T cell HTS inactive, Myeloid diff 2 inactive, WT yeast gro inh 3, WT yeast gro inh mutant strain -2, b-catenin transl cell count 5 µM 851, T cell HTS vesicle-bound % 58 and Myeloid diff 2 GFP+ MAC1+ % 3.4.
NC(=O)[C@H]1CC2(CC(c3cccc(NC(=O)CC(c4ccccc4)c4ccccc4)c3)=NO2)CN1C(=O)CC(c1ccccc1)c1ccccc1 (stereo partly specified) was read as Large T inhibition 3%, West Nile virus CPE 1.3%, PhoP inhibition -1%, b-catenin transl 2.2, Rac1 GTP hydrolysis 5%, RSV CPE inhibition 1.7%, T cell HTS inactive, Myeloid diff 2 inactive, b-catenin transl cell count 5 µM 1053, T cell HTS vesicle-bound % 13 and Myeloid diff 2 GFP+ MAC1+ % 0.7.
For COc1ccc(-n2nnnc2SCC(=O)Nc2cccc(NC(C)=O)c2)cc1OC the results were Large T inhibition 2%, West Nile virus CPE 0.3%, PhoP inhibition -5%, b-catenin transl -5.5, Rac1 GTP hydrolysis 9%, RSV CPE inhibition -0.3%, Myeloid diff 2 inactive, WT yeast gro inh 5, WT yeast gro inh mutant strain 3, b-catenin transl cell count 5 µM 1028 and Myeloid diff 2 GFP+ MAC1+ % 0.4.
`CC(O)CNc1nc2c(c(=O)n(C)c(=O)n2C)n1CCc1ccccc1` (stereo unspecified) gave Large T inhibition -2%, West Nile virus CPE 0.1%, PhoP inhibition 9%, b-catenin transl -1.9, Rac1 GTP hydrolysis 10%, RSV CPE inhibition 6.3%, T cell HTS inactive, Myeloid diff 2 inactive, WT yeast gro inh -1, WT yeast gro inh mutant strain 7, b-catenin transl cell count 5 µM 1044, T cell HTS vesicle-bound % 4 and Myeloid diff 2 GFP+ MAC1+ % 0.6.
For COc1ccc(S(=O)(=O)N(C)CC(=O)Nc2ccccc2OC)cc1C the results were Large T inhibition 6%, West Nile virus CPE -0.4%, PhoP inhibition -3%, b-catenin transl 1.0, Rac1 GTP hydrolysis 8%, RSV CPE inhibition 3.5%, T cell HTS inactive, Myeloid diff 2 inactive, WT yeast gro inh 5, WT yeast gro inh mutant strain 8, b-catenin transl cell count 5 µM 1026, T cell HTS vesicle-bound % 27 and Myeloid diff 2 GFP+ MAC1+ % 1.1.
For COC(=O)c1cccc(NC(=O)CSc2nnc(C)n2C)c1 the results were Large T inhibition 2%, West Nile virus CPE -0.2%, PhoP inhibition 8%, b-catenin transl -1.1, Rac1 GTP hydrolysis 9%, RSV CPE inhibition 2.0%, T cell HTS inactive, Myeloid diff 2 inactive, WT yeast gro inh 0, WT yeast gro inh mutant strain -12, b-catenin transl cell count 5 µM 1075, T cell HTS vesicle-bound % 19 and Myeloid diff 2 GFP+ MAC1+ % 0.2.
Screening COc1ccc(-c2nnc(NC(=O)C3CC3)o2)cc1 returned Large T inhibition 7%, West Nile virus CPE -0.4%, PhoP inhibition 2%, b-catenin transl 2.1, Rac1 GTP hydrolysis 8%, RSV CPE inhibition 0.5%, T cell HTS inactive, Myeloid diff 2 inactive, WT yeast gro inh 6, WT yeast gro inh mutant strain -6, b-catenin transl cell count 5 µM 1045, T cell HTS vesicle-bound % 55 and Myeloid diff 2 GFP+ MAC1+ % 0.2.
Screening COc1ccccc1OCC(=O)Nc1sc2c(c1C(=O)NCC1CCCO1)CCC2 (stereo unspecified) returned Large T inhibition 15%, West Nile virus CPE -0.2%, PhoP inhibition 5%, b-catenin transl -1.2, Rac1 GTP hydrolysis -5%, RSV CPE inhibition 0.7%, Myeloid diff 2 active, WT yeast gro inh 6, WT yeast gro inh mutant strain 16, b-catenin transl cell count 5 µM 1090 and Myeloid diff 2 GFP+ MAC1+ % 26*.
For O=[N+]([O-])c1ccc(NCCNCCOc2nonc2-c2ccccc2)c([N+](=O)[O-])c1 the results were Large T inhibition 3%, West Nile virus CPE 0.2%, PhoP inhibition -11%, b-catenin transl -2.4, Rac1 GTP hydrolysis 5%, RSV CPE inhibition -0.8%, T cell HTS inactive, Myeloid diff 2 inactive, WT yeast gro inh 38, WT yeast gro inh mutant strain 11, b-catenin transl cell count 5 µM 1085, T cell HTS vesicle-bound % 20 and Myeloid diff 2 GFP+ MAC1+ % 0.6.
Screening Cn1c(CN2CCN(C(=O)c3ccccc3Cl)CC2)nc2cc([N+](=O)[O-])ccc21 returned Large T inhibition 23%, West Nile virus CPE -0.5%, PhoP inhibition 1%, b-catenin transl 0.3, Rac1 GTP hydrolysis 0%, RSV CPE inhibition 1.7%, T cell HTS inactive, Myeloid diff 2 inactive, WT yeast gro inh 3, WT yeast gro inh mutant strain 1, b-catenin transl cell count 5 µM 1001, T cell HTS vesicle-bound % 53 and Myeloid diff 2 GFP+ MAC1+ % 0.3.
`COc1ccc(Cn2nnnc2CN2CCC(O)(c3ccccc3F)CC2)cc1` gave Large T inhibition 26%, West Nile virus CPE -0.1%, PhoP inhibition -5%, b-catenin transl -2.0, Rac1 GTP hydrolysis 9%, RSV CPE inhibition 1.7%, T cell HTS inactive, Myeloid diff 2 inactive, WT yeast gro inh -12, WT yeast gro inh mutant strain -5, b-catenin transl cell count 5 µM 1143, T cell HTS vesicle-bound % 38 and Myeloid diff 2 GFP+ MAC1+ % 0.8.
`Cc1cc([N+](=O)[O-])nn1CCC(=O)NC1CCCCCC1` gave Large T inhibition 11%, West Nile virus CPE -0.1%, PhoP inhibition -9%, b-catenin transl -1.3, Rac1 GTP hydrolysis 1%, RSV CPE inhibition 0.8%, T cell HTS inactive, Myeloid diff 2 inactive, WT yeast gro inh -8, WT yeast gro inh mutant strain -13, b-catenin transl cell count 5 µM 952, T cell HTS vesicle-bound % 41 and Myeloid diff 2 GFP+ MAC1+ % 0.2.
